High-throughput results as filed in PubChem BioAssay.
Growth percent in the NCI-60 one-dose screen (48 h, 10 µM unless noted): 100 = growth as untreated, 0 = no growth, -100 = all killed.
NCI-H322M: NCI-H322M lung cancer; 2.7% of 80,000 active; AID 1794733
COLO 205: COLO 205 colon cancer | AID 1794742 | 7.3% of 79,000 active
SW-620: SW-620 colon cancer; 5.2% of 82,000 active
NCI-H226: NCI-H226 lung cancer | 3.5% of 79,000 active | AID 1794732
HT29: HT29 colon cancer. 7.4% of 81,000 active. AID 1794748
HCT-15: HCT-15 colon cancer. 5.2% of 82,000 active. AID 1794746
NCI-H460: NCI-H460 lung cancer. 6.8% of 82,000 active. AID 1794736
KM12: KM12 colon cancer cells | 5% of 82,000 active | AID 1794800
HCT-116: HCT-116 colon cancer | 7.3% of 82,000 active | AID 1794798
* marks the source's active call; other numbers are inactive results; . = no result given; & = joins results of further samples. The calls were made as follows: active = growth percent below 10; inactive = the rest.

SMILES	NCI-H322M	COLO 205	SW-620	NCI-H226	HT29	HCT-15	NCI-H460	KM12	HCT-116
O=C(CN1C(=O)S/C(=C\c2ccc(F)cc2)C1=O)Nc1ncc(Cc2ccccc2Cl)s1	111	121	104	109	104	101	105	105	103
COc1cc(C2CC(=O)Nc3cc(O)ccc32)cc(OC)c1OC (stereo not drawn)	94	121	110	106	90	104	119	89	96
N/C(=N\OC(=O)Nc1ccc(CSc2ccc(Cl)cc2)o1)c1ccccn1	105	109	98	100	.	115	106	100	114
COc1ccc(-c2nc3ccc(-c4nnc(SCC(=O)Nc5ccc(C(=O)/C=C/c6cc(OC)c(OC)c(OC)c6)cc5)o4)cc3[nH]2)cc1	101	117	92	99	91	75	88	87	50
O=C1CCC(N2C(=O)c3cccc(NCCCCCC(=O)N4CCN(c5ccc6nc7c(nc6c5C(F)(F)F)C(=O)c5ncccc5C7=O)CC4)c3C2=O)C(=O)N1 (stereo not drawn)	-74*	-76*	-51*	-51*	-19*	-70*	-48*	-50*	-86*
Cc1ccc(S(=O)(=O)NCCCNc2nccc(-c3c(-c4cccc(F)c4)nc4sccn34)n2)cc1	90	55	79	54	37	47	65	67	50
Cn1c(N2CCOCC2)nc(-c2ccccc2)cc1=O	94	111	96	91	92	84	102	100	96
COc1ccc(-c2cc(-c3cc(OC)ccc3OC)nc3sc(C(=O)c4ccccc4)c(N)c23)cc1	91	97	98	90	.	93	104	89	85
CCOC(=O)CCc1c(C(=O)OCC)[nH]c2cccc(C(=O)OCC)c12	84	88	94	84	80	77	100	62	96
CCN(CC)c1ccnc(SCc2ccccc2)n1	123	125	113	99	108	106	102	115	102
COc1cc(-c2[o+]c3cc(O)cc(OC4OC(CO)C(O)C(O)C4O)c3cc2OC2OC(CO)C(O)C(O)C2O)cc(OC)c1O (stereo not drawn)	92	108	93	91	88	103	99	103	100
CSc1nc(CC(C)C)c(C#N)c(=O)n1C	85	43	63	60	70	46	83	86	60
CCOC(=O)c1nn(-c2ccc([N+](=O)[O-])cc2)c(=N/N=C/c2c(O)cc3oc(C)cc(=O)c3c2OC)s1	92	114	95	83	106	80	95	87	87
COC(=O)c1ccc(C)nc1	117	116	106	96	94	102	114	113	102
CS(=O)(=O)Nc1ccc(CC#N)cc1	109	112	108	108	97	107	108	112	103
Cc1nc(C(F)(F)C(F)(F)F)c(F)c(=O)[nH]1	104	106	97	96	94	105	100	.	95
COc1cccc(/C=N/N=C(N)N)c1	114	109	98	98	100	100	111	96	100
Cc1cc2ccccc2c[n+]1CCCC[n+]1cc2ccccc2cc1C	102	93	90	101	84	103	100	96	100
C(=N\Nc1nc(N/N=C/c2ccc3c(c2)OCO3)nc(N2CCCCC2)n1)/c1ccc2c(c1)OCO2	98	86	82	101	38	34	91	86	48
Cc1cc(N2CCN(CC(=O)Nc3ccc4c(ccn4Cc4ccccc4)c3)CC2)nc(N2CCCCC2)n1	97	86	85	78	43	64	78	70	60
CCN(CC)CCCC(C)Nc1c(C)cnc2cc(Cl)c(C)cc12 (stereo not drawn)	88	72	86	96	40	87	90	82	57
COc1cnc2c(c1)C(=O)c1c-2n(CCCN2CCN(C)CC2)c(=O)c2cc(Cl)ccc12	49	31	1.4*	30	-61*	42	6.1*	46	32
Cc1ccc(S(=O)(=O)NC(=O)n2cc(-c3ccncc3)c(-c3ccc(Cl)c(O)c3)n2)cc1	111	113	131	99	101	107	111	118	96
COc1ccc(N2CCN(C(=O)CSc3ccc(-c4nc5cc(C)c(C)cc5[nH]4)cn3)CC2)cc1	77	60	86	67	86	53	90	53	74
C=CCCCCCCCCC(=O)OCc1ccc2c(c1)OCO2	96	.	105	82	99	104	104	108	102
CCN(CC)c1ccc(/C=N/Nc2nc(-c3ccc(C)cc3)cs2)c(O)c1	98	110	99	64	84	67	111	95	73
CCCCCCSC#N	101	126	105	105	110	108	101	106	118
Cc1ncc2c(n1)-c1cnc(Nc3ccccc3)nc1CC2	96	112	97	90	106	107	101	101	102
CCOc1cnc(NC(=O)CCl)nc1OCC	.	111	103	101	100	98	105	93	100
CN(CCSSCCN1CCOCC1)C(=O)Oc1cc2c(c3ccccc13)[C@H](CCl)CN2C(=O)c1cc2cc(OCCCN3CCC3)ccc2[nH]1	-3.1*	-74*	-8.7*	-12*	-40*	-49*	-23*	-23*	-49*
Nc1cc(Br)ccc1Br	108	114	104	111	109	100	110	116	97
CC(C)C(NC(=O)CCc1nc2c(=O)[nH]c(=S)[nH]c2[nH]c1=O)C(=O)O (stereo not drawn)	107	113	103	91	106	94	102	103	100
O=C1/C(=C\c2ccc(-c3ccc(Cl)cc3)o2)C=C(c2ccc(Cl)cc2)N1Cc1ccccc1	119	107	99	94	107	107	103	104	102
CCN(CC)CCNc1ccc(-c2nc3sccn3c2-c2ccnc(SC)n2)cc1	92	99	103	86	106	107	108	109	104
NC(=O)N/N=C1/CCN2CCCc3cccc1c32	114	105	119	101	99	100	110	100	113
Cn1c(=O)c2c(nc(Br)n2C)n(C)c1=O	98	110	108	89	101	98	98	100	98
CS(=O)(=O)Nc1ccc(-c2nc(-c3cccc(O)c3)c(-c3ccnc(Br)c3)[nH]2)cc1	81	106	63	80	112	94	94	92	74
Cc1ccc(S(=O)(=O)N/N=C2\CC3CCC2C3)cc1 (stereo not drawn)	99	113	106	97	108	96	107	105	103
CN1CCN(c2ccc(Nc3nc(NCCNS(=O)(=O)c4ccccc4)c4sccc4n3)cc2)CC1	95	110	101	94	100	95	104	103	96
O=C1/C(=C/c2ccc(F)cc2)CNc2ccccc21	102	94	99	85	95	93	105	104	100
COc1ccc(-c2cc(-c3nnc(SCC(=O)Nc4ccc(/C(C)=N\O)cc4)n3-c3ccccc3)c3ccccc3n2)cc1	86	89	96	76	95	75	85	74	.
O=C(/C=C/C=C/c1ccccc1)c1ccccc1	107&109	125&108	83&100	116&97	86&87	88&91	99&107	87&98	70
O=C(NC1=Nc2ccccc2C(=O)NN1)c1cccnc1	103	115	103	.	108	99	100	107	107
O=C(OC1CCCCC1)C(=O)OC1CCCCC1	120	108	106	110	80	99	110	105	108
Cc1ncc(CO)n1C	133	109	106	107	122	111	114	114	109
Cc1cc(NS(=O)(=O)c2ccc(N=Nc3c(Nc4ccccc4)nn(-c4ccc(S(=O)(=O)Nc5ccncn5)cc4)c3C)cc2)no1	103	105	95	98	92	109	98	101	101
COc1nnc(-c2ccccc2)c(-c2ccccc2)n1	102	110	73	97	87	107	77	103	108
O=C(O)Cn1cc(I)c(=O)c(I)c1	112	109	105	111	102	105	108	115	100
NNC(=O)C(O)(c1ccccc1)c1ccccc1	108	120	120	106	118	170	120	122	99
CCN1CCC(C(=O)N(CC)CC)CC1	105	106	99	93	104	102	107	101	91
Remaining list, next part
SMILES	NCI-H322M	COLO 205	SW-620	NCI-H226	HT29	HCT-15	NCI-H460	KM12	HCT-116
C#C[C@]1(O)CC[C@H]2[C@@H]3CC=C4c5sc(-c6ccc(OC)cc6)nc5CC[C@]4(C)[C@H]3CC[C@@]21C	74	82	51	69	47	47	44	60	60
COC(=O)c1cc(OC)c(OC)cc1NC(=O)c1ccoc1COc1ccccc1	98	113	95	107	95	93	107	102	96
COc1cc(-c2nc3c(c(C)nc4c3nnn4-c3ccccc3)c(=O)o2)cc(OC)c1OC	104	113	107	104	115	113	115	110	99
CC(C)[C@@H](C)/C=C/[C@@H](C)[C@H]1CCC2=C3[C@H](O)[C@@H]4O[C@@]45C[C@@H](O)CC[C@]5(C)[C@H]3CC[C@@]21C	95	117	102	98	100	104	109	106	94
Cc1ccc(CNc2ccccc2)cc1	91	103	103	99	103	101	105	108	107
Cc1cc(C)c(S(=O)(=O)N(CCc2cccc(Br)c2)Cc2ccc(-c3cccc(S(C)(=O)=O)c3)cc2)c(C)c1	79	94	89	85	79	74	94	78	79
COc1ccc(-c2nn(-c3cccc(Cl)c3)cc2-c2cc(-c3ccc(Br)cc3)nc(=S)[nH]2)cc1	96	109	102	87	106	97	101	97	101
COc1ccc(-c2[nH]c3ncc(-c4ccc(Cl)cc4)n3c(=O)c2C#N)cc1	96	115	93	99	97	109	106	105	98
O=C(c1cc(-c2ccc(F)cc2F)ccc1O)N1CCN(Cc2ccc(Cl)cc2)CC1	101	119	108	101	108	101	106	106	105
COc1ccc(C(=O)Nc2ccc(-c3cc(=O)c4c(O)c(OC)c(OC)cc4o3)cc2)cc1	98	113	116	89	94	106	108	110	89
CCOC(=O)c1ccc2c(c1)ncn2-c1ccc(O)cc1	104	106	118	102	114	100	106	51	112
Cc1ccc(C)c2c1sc1nc(Nc3ccc(Cl)cc3)c(C#N)c(=O)n12	114	116	115	97	106	89	95	98	82
O=C1NC(=S)S/C1=C\c1ccc2c(c1)OCO2	93	93	88	98	100	105	101	96	101
O=S(=O)(Nc1ccccc1)C1CCCCC1	116&103	122&102	107&106	103&106	100&99	102&109	118&112	112&106	107&100
Cc1ccc(C(CS(=O)(=O)c2ccccc2)=Nc2ccc(S(N)(=O)=O)cc2)cc1	104	.	112	93	98	92	110	113	99
Oc1ccc(Cc2ccccc2)cc1	96	.	96	92	98	95	104	98	87
CN1CCN(c2ccc3nc(/N=C/c4ccc5sc(-c6ccc(F)cc6)nc5c4)sc3c2)CC1	106	.	97	89	106	104	102	104	106
Cn1c(SCC(=O)c2ccc(-c3ccccc3)cc2)nc2ccccc2c1=O	94	113	102	93	97	98	97	99	93
CC1(CCCOc2ccc([N+](=O)[O-])cc2)N=C(N)N=C(N)N1c1ccccc1 (stereo not drawn)	.	107	96	93	80	96	87	94	96
Cc1[nH]c2ncnc(Nc3ccc(NC(=O)Nc4cccc(Cl)c4)cc3)c2c1C	95	93	85	90	91	91	90	83	102

Part of the list above in order of formula weight, ascending:
SMILES	NCI-H322M	COLO 205	SW-620	NCI-H226	HT29	HCT-15	NCI-H460	KM12	HCT-116
Oc1ccc(Cc2ccccc2)cc1	96	.	96	92	98	95	104	98	87
Cc1ccc(CNc2ccccc2)cc1	91	103	103	99	103	101	105	108	107
O=C1NC(=S)S/C1=C\c1ccc2c(c1)OCO2	93	93	88	98	100	105	101	96	101
CCOC(=O)c1ccc2c(c1)ncn2-c1ccc(O)cc1	104	106	118	102	114	100	106	51	112
COc1ccc(-c2[nH]c3ncc(-c4ccc(Cl)cc4)n3c(=O)c2C#N)cc1	96	115	93	99	97	109	106	105	98
Cc1ccc(C)c2c1sc1nc(Nc3ccc(Cl)cc3)c(C#N)c(=O)n12	114	116	115	97	106	89	95	98	82
CC1(CCCOc2ccc([N+](=O)[O-])cc2)N=C(N)N=C(N)N1c1ccccc1 (stereo not drawn)	.	107	96	93	80	96	87	94	96
Cn1c(SCC(=O)c2ccc(-c3ccccc3)cc2)nc2ccccc2c1=O	94	113	102	93	97	98	97	99	93
Cc1[nH]c2ncnc(Nc3ccc(NC(=O)Nc4cccc(Cl)c4)cc3)c2c1C	95	93	85	90	91	91	90	83	102
O=C(c1cc(-c2ccc(F)cc2F)ccc1O)N1CCN(Cc2ccc(Cl)cc2)CC1	101	119	108	101	108	101	106	106	105
CN1CCN(c2ccc3nc(/N=C/c4ccc5sc(-c6ccc(F)cc6)nc5c4)sc3c2)CC1	106	.	97	89	106	104	102	104	106
COc1ccc(-c2nn(-c3cccc(Cl)c3)cc2-c2cc(-c3ccc(Br)cc3)nc(=S)[nH]2)cc1	96	109	102	87	106	97	101	97	101
Cc1cc(C)c(S(=O)(=O)N(CCc2cccc(Br)c2)Cc2ccc(-c3cccc(S(C)(=O)=O)c3)cc2)c(C)c1	79	94	89	85	79	74	94	78	79

Next compounds follow:
SMILES	NCI-H322M	COLO 205	SW-620	NCI-H226	HT29	HCT-15	NCI-H460	KM12	HCT-116
O=C(O)/C=C(\Cc1ccccc1)C(=O)O	106	110	105	117	113	100	111	109	100
COc1cc(-c2nc3ccc(-c4nnc(SCC(=O)Nc5ccc(/C(C)=N\O)cc5)o4)cc3[nH]2)cc(OC)c1OC	112	127	110	94	107	106	103	100	103
CC(C)c1ccc(CN)cc1	103	103	100	97	98	103	104	99	104
O=C(NCCNc1nccc(-c2c(-c3cccc(O)c3)nc3sccn23)n1)Nc1ccccc1	113	69	63	105	62	93	102	69	67
CC1(C)C(=Nc2ccccc2)C(C)(C)C1=Nc1ccccc1	93	99	105	97	115	99	112	107	101
COc1cc2oc(-c3cccc(C(=O)Nc4ccc(C)cc4)c3)cc(=O)c2c(OC)c1OC	51	1.7*	59	63	11	18	25	33	20
CCCCCCCCCCCC(=O)NC(C)(C)C(=O)N1CCCC1C(=O)NC(C)(C)C(=O)NC(C)(C)C(=O)N1CCCC1C(=O)NC(C)(C)C(=O)NC(C)(C)C(=O)N1CCCC1C(=O)NC(C)C(=O)NCCC(=O)NC(C)C(=O)NC(C)(C)C(=O)NC(C)(C)C(=O)NC(C)(C)C(=O)NCCC(=O)NC(C)(C)C(=O)NC(C)(C)C(=O)NC(C)(C)C(=O)NC(C)C(=O)NCCC(=O)O (stereo not drawn)	-100*	-89*	-92*	-62*	-87*	-97*	-80*	-98*	-95*
O=C1NCCNC1C1C(=O)Nc2ccccc21 (stereo not drawn)	105	112	99	95	107	111	101	102	110
COc1ccc(C23CCC(=O)N2CCc2cncn23)cc1 (stereo not drawn)	107	117	100	104	104	106	111	112	117
O=C(Cc1nc2ccc(Cl)cc2[nH]c1=O)c1ccccc1	72	86	81	57	66	57	53	63	42
CN(C(=O)CN1C(=O)/C(=C/c2cccs2)SC1=S)C1CCS(=O)(=O)C1 (stereo not drawn)	104	123	109	110	108	92	103	105	98
c1ccc(-c2cc(-c3ccccc3-c3ccccc3)no2)cc1	90	120	89	86	86	84	90	93	69
CCCCc1nc(Cl)c(C2CC(c3ccc(S(N)(=O)=O)cc3)=NN2c2ccc(C#N)cc2)[nH]1 (stereo not drawn)	81	88	92	80	100	97	95	100	86
CCCCCOC(=O)c1ccc(C)cc1	117	120	108	112	108	108	109	106	99
